# High-throughput results from PubChem.
# SIRT5 inh – SIRT5 desuccinylase inhibitors, primary screen, biochemical, fluorescence imaging, single point, set 5; NAD-dependent protein deacylase sirtuin-5, mitochondrial (Homo sapiens), Q9NXA8; Purified SirT5, succinyl-peptide AMC, trypsin-coupled fluorescence; inhibition, % at 15 µM; actives 1.1% (n = 330,000); AID 652115, 2013; in the data active means inhibition above about 15%; inconclusive means no clear call, values can overlap the other calls
# Target sequence (Q9NXA8 whole entry, looked up): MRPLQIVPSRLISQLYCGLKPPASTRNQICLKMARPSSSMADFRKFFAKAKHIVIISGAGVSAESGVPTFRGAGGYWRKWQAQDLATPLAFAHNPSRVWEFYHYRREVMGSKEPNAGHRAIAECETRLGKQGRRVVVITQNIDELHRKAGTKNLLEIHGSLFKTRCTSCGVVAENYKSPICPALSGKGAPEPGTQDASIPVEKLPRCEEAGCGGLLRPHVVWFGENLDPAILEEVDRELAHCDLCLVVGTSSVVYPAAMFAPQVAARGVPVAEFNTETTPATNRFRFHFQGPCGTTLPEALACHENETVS
# CASP6 VEID inh – human caspase-6 inhibitors, primary screen, biochemical, VEID-R110 fluorescence, single point, set 2; P55212; purified caspase-6, Z-VEID-R110 cleavage fluorescence; inhibition, % at 12.5 µM; actives 0.53% (n = 350,000);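 active means mean inhibition across replicates at least about 35%, with every replicate also reaching that limit, limit read from the data; inconclusive means only one of the two criteria met; inactive means neither criterion met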;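 further: 0% = median of neutral control wells and 100% = no fluorescence left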
# Target sequence (P55212 24-179 limits assumed): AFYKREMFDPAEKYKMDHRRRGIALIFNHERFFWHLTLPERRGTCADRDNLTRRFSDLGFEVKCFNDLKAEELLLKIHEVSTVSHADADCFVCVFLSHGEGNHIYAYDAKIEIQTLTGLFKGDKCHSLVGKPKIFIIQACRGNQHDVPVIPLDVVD
# Target sequence (P55212 194-293 limits assumed): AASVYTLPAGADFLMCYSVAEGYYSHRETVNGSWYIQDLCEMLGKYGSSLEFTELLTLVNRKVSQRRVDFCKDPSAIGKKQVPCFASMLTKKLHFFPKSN
# PAX8 reporter – inhibitors of PAX8-driven TPO luciferase reporter, primary screen, RMG-I cells, single concentration; SteadyGlo, 24 h; inhibition, % at 12.6 µM; actives 1.2% (n = 360,000); AID 652154, 2013;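 active means mean replicate inhibition at least 60% with every replicate also reaching 60%; inconclusive means only one of the two criteria is met; inactive means mean below 60% and not all replicates reaching 60%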;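 further: luciferase light reporting Pax8 driven TPO promoter activity; plate controls were median of neutral control wells for no effect and mitoxantrone controls for full effect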
# DENV2 CPE rescue – inhibitors of DENV2 cytopathic effect, primary screen, cell-based, plate reader, single concentration; DENV2-infected cells, cytopathic effect rescue; CPE inhibition, % at 9.99 µM; actives 1.7% (n = 350,000); in the data active means CPE inhibition above about 20%, passing the limit was not always enough; inconclusive means no clear call, values can overlap the other calls; tested in BHK-21 cells;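 further: 0% = median of neutral control wells and 100% = median of positive control wells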
# EWS-Fli block – EWS/Fli-driven NR0B1 reporter inhibitors, primary screen, A673 cells, NR0B1 luciferase, luminescence, MLPCN library; inhibition, % at 12.6 µM; viability-normalised; actives 0.67% (n = 350,000);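 active means mean inhibition of at least 50% after viability correction, with every replicate also passing that limit; inconclusive means mean reaches 50% but only one of two replicates passes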;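 further: firefly luciferase signal divided by Alamar Blue viability fluorescence both relative to DMSO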
# ARNT TACC3 PPI – disruptors of ARNT/TACC3 protein interaction, primary screen, biochemical, AlphaScreen, single concentration; AID 623870, 2012; AlphaScreen His-ARNT PAS-B/GST-TACC3 binding, luminescence; TACC3 fragment carries E629A point mutation; actives 0.66% (n = 390,000); inhibition, % at 9.99 µM;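 active means mean inhibition of replicates at least 50% and at least half of replicates each reaching 50%; inconclusive means half or more replicates reach 50% but mean below 50%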;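 further: 0% = complete ARNT plus TACC3 wells and 100% = ARNT alone without TACC3; many hits fall short of the cut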
# LGR2 antag – inhibitors of bursicon-induced LGR2 CRE-luciferase signal, primary screen, cell-based, HEK293, CRE-luciferase reporter, bursicon stimulation; bursicon-stimulated, 4 h; AID 720647, 2013; inhibition, % at 9.99 µM; actives 0.35% (n = 380,000);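 active means drop in luminescence signal, shown as inhibition above about 50% in the replicate tests, limit read from the data, passing the limit was not always enough; inconclusive means probably only some replicates passing the limit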;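 further: agonist challenge used bursicon conditioned medium at about half maximal strength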
# * = called active by the depositor; ? = inconclusive; . = not tested or not shown; & = joins results of further samples. Rows were taken by chance (roughly 4.9% active in at least one column).
Molecule,ARNT TACC3 PPI,LGR2 antag,CASP6 VEID inh,EWS-Fli block,SIRT5 inh,DENV2 CPE rescue,PAX8 reporter
CCCCNC(=S)N(C)N=C1CCC(c2ccccc2)CC1 (stereo not given),-3.3,-4.7,-1.2,9.3,-6.0,-5.6,-22.1
NS(=O)(=O)c1ccc(N2CCN(C(=O)C3COc4ccccc4O3)CC2)nc1 (stereo not given),-3.9,-20.2,5.4,3.2,-7.7,8.4,5.5
CC(C)c1cc(NCc2ccccn2)n2c(nc3ccccc32)c1C#N,1.9,-5.9,-0.3,15.7,-3.5,.,18.9
CCOc1ccc(NC(=O)c2cccc(NC(C)=O)c2)cc1S(=O)(=O)N1CCCC1,3.3,15.6,1.0,13.1,-0.7,1.2,.
COCC(=O)Nc1ccc2c(c1)[C@H]1C[C@H](CC(=O)NCc3cccc(F)c3)O[C@@H](CO)[C@H]1O2,-6.8,-2.6,2.0,-8.7,-0.1,-5.5,-14.8
COC(=O)C1CCN(C(=O)CN2C(=O)NC(CC(C)C)C2=O)CC1 (stereo not given),1.1,0.9,3.1,-1.5,-3.1,-7.2,2.4
C[C@@H]1CCCCO[C@H](CN(C)Cc2ccccc2)[C@@H](C)CN([C@H](C)CO)C(=O)c2cc(NC(=O)c3ccncc3)ccc2O1,-4.0,6.8,-1.3,.,-0.8,?,-2.8
CNC[C@H]1OCCCC[C@H](C)Oc2ccc(NC(=O)NC(C)C)cc2C(=O)N([C@@H](C)CO)C[C@@H]1C,-15.2,14.9,0.6,.,3.4,-2.1,-24.6
COc1ccc(S(=O)(=O)Nc2ccc3c(c2)C(=O)N([C@H](C)CO)C[C@@H](C)[C@@H](CN(C)Cc2ccc(C(F)(F)F)cc2)OCCCC[C@H](C)O3)cc1,-3.6,-1.7,0.0,10.7,17.5*,-6.2,105.2*
O=C(O)c1ccc(COc2ccccc2/C=C2\NC(=O)N(Cc3ccc(F)cc3)C2=O)cc1,-6.4,16.4,0.1,8.0,0.7,-12.7,10.5
CC1(C)CC(NC(=O)c2cc(S(=O)(=O)N3CCOCC3)ccc2Cl)CC(C)(C)N1,-1.7,5.3,-0.7,-9.0,-2.2,-10.0,-2.7
C[C@@H]1CN([C@H](C)CO)C(=O)Cc2cc(NC(=O)C3CCCCC3)ccc2O[C@H]1CN(C)C(=O)Nc1cccc2ccccc12,-4.0,9.5,.,1.6,-2.0,-4.2,.
O=C(O)CCN1C(=O)c2ccc(NC(=O)c3ccco3)cc2C1=O,-2.8,4.7,1.4,3.9,-2.4,2.4,12.4
CCC(C)NC(=O)CO/N=C/c1ccccc1OC(F)F (stereo not given),3.7,13.0,0.2,5.0,-6.5,5.5,0.9
S=C(c1ccccc1)N1CCN(c2ccccc2)CC1,7.8,-3.9,31.4,1.5,-3.5,8.0,-5.5
OCCN(CCO)CC(O)COc1ccc(Br)cc1 (stereo not given),-10.9,10.5&1.1,2.7&0.1,7.8&1.6,2.2&-0.4,-6.7&-4.5,-0.8&8.1
Cc1cccc(C(C)C)c1NC(=O)COC(=O)c1cccc(S(=O)(=O)N2CCc3ccccc3C2)c1,0.7,3.2,.,.,.,.,-4.1
Cc1ccc(S(=O)(=O)N[C@@H]2C=C[C@@H](CC(=O)NCCc3ccncc3)O[C@H]2CO)cc1,.,18.7,-0.9,2.6,-1.9,-0.2,-11.0
Cc1ccc(/C=C/c2nnc(-c3cccc(C)c3)o2)cc1,3.0,-86.7,1.9,-46.6,-6.0,0.1,.
COCC(=O)Nc1ccc2c(c1)OC[C@H](C)N(C(=O)Cc1ccccn1)C[C@@H](C)[C@H](OC)CN(C)C2=O,24.2,7.1,0.3,2.9,-3.6,-1.8,.
CCOC(=O)c1c(-c2ccccc2)oc2ccc(OCC(=O)O)cc12,7.8,-5.8,1.3,2.2,-34.1,-0.6,-7.6
O=C(Nc1ccc(Cl)cc1)Nc1nnc(SCc2ccc(Cl)cc2)s1,.,-8.5,.,4.2,-3.2,0.6,-4.3
COc1ccc(S(=O)(=O)N2[C@@H]3CNC[C@H]2C3c2ccc(-c3cccc(OC)c3)cc2)cc1 (stereo not given in full),.,-13.4&2.6,-3.4&-4.6,-8.4&2.1,4.4&2.6,?,-19.0&-2.0
O=C(Nc1ccc(N2CCOCC2)c(S(=O)(=O)Nc2ccc(Cl)cc2)c1)c1ccc(=O)[nH]n1,.,4.6,16.1,7.9,2.9,1.3,17.5
COc1ccc2c3c(n(C)c2c1)[C@H](CO)NCC31CN(S(=O)(=O)c2cccc(F)c2)C1,.,4.0,.,-7.0,.,?,.
COCCCNC(=O)/C(C#N)=C/c1c(N2CCN(c3ccccc3)CC2)nc2ccccn2c1=O,5.6,-57.4,0.8,-57.8,-16.5,5.1,-30.4
C[C@H](CO)N1C[C@H](C)[C@@H](CN(C)C(=O)CCCN(C)C)OCCCC[C@H](C)Oc2ccc(NS(=O)(=O)c3ccc(F)cc3)cc2C1=O,-7.4,0.0,1.5,-4.4,-0.6,8.9,-1.8
CCOc1ccccc1NC(=O)COC(=O)c1cc(C(=O)OC)cc([N+](=O)[O-])c1,-4.3,-1.2,.,.,.,.,2.3
Cc1nnc(NC(=O)C(C)Sc2nnc(-c3ccco3)n2C(C)C)s1 (stereo not given),6.9,-2.9,1.4,.,-1.4,5.9,8.7
COc1cc(/C=C2\SC(=S)N(CCC(=O)Nc3ccccc3O)C2=O)cc(OC)c1OC,0.2,14.4,-2.2,30.1,-0.5,-1.4,4.8
C[C@@H]1CN([C@H](C)CO)C(=O)c2cc(-c3ccc(F)cc3)cnc2O[C@H]1CN(C)CC1CCOCC1,-4.7,-12.9,5.0,-11.4,2.7,5.9,15.2
COc1ccc(-c2ccc([C@H]3[C@@H](C#N)N(C(=O)C4CCC4)[C@@H]3CO)cc2)cc1,-0.3,2.5,2.5,-42.9,-4.3,-2.4,-19.2
COc1ccc(CNC(=O)CSc2nc3ccc(N)cc3s2)cc1,-1.3,-17.2,.,.,.,.,12.2
O=C(Nc1cccc(-c2ccc(F)cc2)c1)C1CCCN(Cc2cccnc2)C1 (stereo not given),22.3,-0.4,-2.5,.,0.1,2.2,8.2
O=C(Nc1ccnc(-c2ccncc2)n1)C1CC1,1.6,-11.5,2.2,-3.8,-1.8,.,-8.3
C[C@@H](NC(=O)[C@@H]1CCCN1C(=O)[C@@H]1CCCN1C(=O)c1cccs1)c1ccccc1,.,15.7,0.2,4.7,-1.1,?,-7.8
CCc1cc2c(=O)c(-c3nc(C)cs3)coc2cc1OC(C)C(=O)NCCO (stereo not given),-5.0,-25.1,.,.,.,.,-14.0
CCCc1cc(C(=O)Nc2cccc(-c3nn[nH]n3)c2)sc1C,.,3.1,-8.9,-2.5,.,4.3,-12.8
CC(C)(C)c1ccc(OCCNCc2ccccc2)cc1,2.9,-3.3,-4.9,18.5,7.5,-4.5,9.3
O=C(CC1OC(=O)c2ccccc21)NNC(=O)c1ccc(F)cc1 (stereo not given),-20.7,-4.9,4.0,-15.0,-9.1,1.3,-18.6
CCS(=O)(=O)c1nnnn1-c1ccccc1S(C)(=O)=O,2.1,22.8,31.4,17.5,-3.3,2.6,.
O=c1[nH]nc(-c2ccc(F)cc2)cc1Cc1ccccc1,-1.4,0.1,1.6,1.0,2.6,-3.7,2.3
C[C@@H]1CN([C@@H](C)CO)C(=O)CCCn2cc(nn2)CO[C@H]1CN(C)C(=O)Nc1ccc(N2CCCCC2)cc1,4.5,-0.1,-1.6,6.0,-4.4,-5.1,.
CCC/C=N/Nc1nc2ccccc2s1,6.0,.,-6.8,-73.7,-1.7,6.2,-147.7
CN(C)C(CNC(=O)Cc1cccc(C(F)(F)F)c1)c1ccco1 (stereo not given),-2.3,-8.4,-7.3,5.8,2.2,4.8,-5.6
Cc1ccc(NNC(=O)c2ccno2)cc1C,-2.2,.,-0.9,4.5,-0.5,15.4,3.2
CNC(=S)NC1(C)CCS(=O)(=O)C1 (stereo not given),8.0,0.8,-2.4,0.1,.,?,-12.1
COc1ccc(-c2[nH]ncc2CN2CCC(OCc3cccnc3)CC2)c(F)c1,.,27.7,-7.0,1.6,-1.0,-1.2,-12.2

# Part of the list above in another layout.
structure: C[C@@H]1CN([C@H](C)CO)C(=O)Cc2cc(NC(=O)C3CCCCC3)ccc2O[C@H]1CN(C)C(=O)Nc1cccc2ccccc12
  ARNT TACC3 PPI = -4.0
  LGR2 antag = 9.5
  CASP6 VEID inh = .
  EWS-Fli block = 1.6
  SIRT5 inh = -2.0
  DENV2 CPE rescue = -4.2
  PAX8 reporter = .

structure: O=C(O)CCN1C(=O)c2ccc(NC(=O)c3ccco3)cc2C1=O
  ARNT TACC3 PPI = -2.8
  LGR2 antag = 4.7
  CASP6 VEID inh = 1.4
  EWS-Fli block = 3.9
  SIRT5 inh = -2.4
  DENV2 CPE rescue = 2.4
  PAX8 reporter = 12.4

# More records follow.
Molecule,ARNT TACC3 PPI,LGR2 antag,CASP6 VEID inh,EWS-Fli block,SIRT5 inh,DENV2 CPE rescue,PAX8 reporter
C[C@@H]1CN([C@@H](C)CO)C(=O)c2cc(NC(=O)CCN3CCOCC3)ccc2O[C@H]1CN(C)S(C)(=O)=O,-3.0,-16.1,-0.2,2.7,-1.7,-14.9,-5.6
CN(c1ccc(C(=O)N2CCOCC2)cc1)S(=O)(=O)c1ccc(Cl)cc1,-5.5,-2.5,0.3,.,-1.0,4.4,8.7
CCn1c(=NC(=O)CS(=O)(=O)c2ccc(C)cc2)sc2cccc(OC)c21,-3.3,8.2,-7.6,15.2,-0.3,3.9,9.6
COc1ccc(S(=O)(=O)Nc2ccc3c(c2)CC(=O)N([C@@H](C)CO)C[C@H](C)[C@@H](CN(C)Cc2ccc(C(=O)O)cc2)O3)cc1,-9.7,2.8,2.1,-11.5,0.8,5.8,-8.8
O=C(NNc1ccccc1)Nc1ccccc1F,-1.9,-5.1,0.1,2.4,-3.0,?,-19.4
O=C(Nc1ccccc1)C1=C[C@@H](c2ccc3c(c2)Cc2ccccc2-3)C[C@@H](OCCCCO)O1,26.9,.,2.1,-79.4,-3.4,1.5,-75.9
CC(C)NC(=O)N(C)C[C@H]1Oc2ncc(-c3ccccc3F)cc2C(=O)N([C@@H](C)CO)C[C@@H]1C,-5.9,-2.7,1.0,-7.1,-3.7,-8.7,.
COCCCNC(=O)/C(C#N)=c1\s/c(=C\c2ccccc2OC(F)F)c(=O)n1CCCOC,-0.7,-3.5,.,.,.,.,20.9
CC(C)CN(C(=O)COC(=O)Cc1ccc(Cl)cc1)c1c(N)n(Cc2ccccc2)c(=O)[nH]c1=O,-0.4,15.1,0.3,3.8,-1.4,-0.3,.
CCOc1ccc(NC(=S)NN(C)C(=S)Nc2ccc(OCC)cc2)cc1,28.6,3.9,.,.,.,.,-15.9
Cc1c(S(=O)(=O)N2CCCC(C(=O)O)C2)cnn1C (stereo not given),-4.2,-2.4,0.1,3.1,-8.2,.,7.8
COC(=O)c1sc(-c2cccs2)cc1NC(=O)/C=C/C(=O)O,3.2,-11.7,30.4,12.8,2.0,-1.5,-27.8
O=C(NCc1ccc(F)cc1)c1noc2c1CCCCC2,-18.2,-34.4,-3.8,-28.7,0.7,3.5,.
O=C(COc1ccccc1Cl)Nc1ccc(N2CCCC2)cc1,-5.9,-36.0,-3.6,.,1.6,?,-40.4
COc1ccc(-c2nnsc2N2C(=O)c3ccccc3C2=O)cc1,.,4.2,-0.6,1.8,0.5,4.0,9.9
CCc1cc(CNC(=O)CC2C(=O)NCCN2Cc2c(F)cccc2Cl)on1 (stereo not given),-6.4,-26.4,1.9,4.4,1.2,-6.1,16.6
CC1(C)NC(=O)N(CC(=O)N2CCCC(C(F)(F)F)C2)C1=O (stereo not given),-6.5,-0.7,-1.1,-8.2,-3.7,-1.2,-21.7
